# NCI-60 one-dose screen, 48 h, at 10 µM unless noted. Numbers give growth in % (100 = growth as untreated, 0 = no growth, -100 = all killed).
# A549/ATCC: A549/ATCC NSCLC; AID 1794740; hit rate 3.7% among 81,000
# EKVX: EKVX NSCLC. hit rate 3% among 71,000. AID 1794765
# LOX IMVI: LOX IMVI melanoma; hit rate 7.4% among 79,000; AID 1794757
# CCRF-CEM: CCRF-CEM leukemia | hit rate 7% among 77,000 | AID 1794778
# SK-MEL-5: SK-MEL-5 melanoma; hit rate 6.4% among 80,000
# M14: M14 melanoma; hit rate 6.2% among 80,000
# HOP-62: HOP-62 NSCLC; hit rate 3.9% among 80,000; AID 1794735
# HOP-92: HOP-92 NSCLC cells. hit rate 6.3% among 71,000
# * = called active by the depositor; x = no result given; & = joins results of further samples. How the source made its calls: active means growth percent below 10; inactive means the rest.
SMILES,A549/ATCC,EKVX,LOX IMVI,CCRF-CEM,SK-MEL-5,M14,HOP-62,HOP-92
O=C(Nc1ccccc1)C(Cc1ccccc1)c1ccccc1 (stereo not drawn),97,92,85,96,94,109,96,82
C=C(C)CCCC(C)C(O)C=O (stereo not drawn),96,x,97,88,97,97,97,110
CCN1C(=O)N(CC)C2C1NN=C1SC3(C(=O)N12)C(c1ccccc1)CN(C)C31C(=O)Nc2ccccc21 (stereo not drawn),93,96,89,89,89,82,85,84
Cn1c(Cc2ccccc2)nc(=O)c2ccccc21,101,114,111,105,110,109,103,111
COc1ccc(-c2nc(SCc3nc4ccccc4[nH]3)nc(N3CCNCC3)c2C#N)cc1,83,85,73,80,91,97,83,51
C=CCn1c(-c2nc3ccc(C(=C(C#N)C#N)c4ccccc4)cc3[nH]2)cc2cc(-c3ccc(C(F)(F)F)cc3)ccc21,51,53,29,49,65,x,93,77
O=C1CCC(=O)N1C(=O)c1ccccc1,92,105,100,97,105,103,97,104
CCOP(=O)(OCC)/C(C#N)=C/c1ccc(N(C)C)cc1,105,106,101,102,100,102,x,102
Nc1cnc(Nc2ccc(Br)cc2)nc1N,93,92,105,50,101,159,112,91
CCCOC(=O)CSC#N,93,x,95,101,98,99,87,100
O=C(O)c1ccc(-n2cc(CNc3cccc(F)c3)c(-c3ccc(F)cc3)n2)cc1,93,96,99,98,100,x,103,100
Nc1ncnc2c1N=C1c3ccccc3CCC1C(c1ccccc1)N2 (stereo not drawn),102,95,99,98,104,116,105,95
COC(=O)[C@@]1(C)CC[C@]2(C)CC[C@]3(C)C(=CC(=O)[C@@H]4[C@@]5(C)Cc6c(n(CC#CCN7CCN(C)CC7)c7ccccc67)C(C)(C)[C@@H]5CC[C@]43C)[C@@H]2C1,69,92,-92*,48,87,91,113,83
O=[N+]([O-])c1ccc2c(c1)oc1ccccc12,71,82,116,97,102,116,111,86
Cc1c(C(=O)NO)sc2ncnc(Nc3ccc(Cl)cc3)c12,106,79,96,103,97,108,93,102
Cc1cc2c(c(C)n1)CN(C(=O)Nc1nc(-c3cncs3)ccc1N)C2,111,97,111,107,105,104,100,90
COc1ccc(-c2nc3c(c(-c4ccc(Cl)cc4)nn3-c3ccccc3)c(-c3ccc(O)cc3)c2C#N)cc1,41,50,12,13,43,46,58,x
COC(=O)N1CC(Oc2ccccn2)C2CC1c1ccccc1O2 (stereo not drawn),99,104,97,88,99,102,100,90
CCOc1ccc2cc(-c3nn(CC4CCN(C)CC4)c4ncnc(N)c34)ccc2n1,71&82,65&102,52&92,49&90,67&97,86&100,73&88,49&72
O=c1nc2c(-c3nc(-c4ccccc4Cl)no3)n[nH]n2c2sc3c(c12)CCCC3,100,88,81,105,103,109,96,97
CC(C)(C)c1cc(/N=C/c2cccnc2)n(-c2ccccc2)n1,126,111,92,x,100,116,101,x
COc1cc(NS(=O)(=O)c2ccccc2)ccc1C,x,103,99,91,105,93,81,117
Cc1c2c(c(C)c3c1oc1cc(O)ccc13)C(=O)N(Cc1ccccc1)C2=O,94,79,83,83,92,87,108,96
CC(C)(C)c1nn(-c2ccccc2)c2c1C(=O)CSC(c1ccc3c(c1)OCO3)N2 (stereo not drawn),112,80,87,98,110,91,89,x
Cn1cccc1C(=O)C1C(c2ccc(F)cc2)C2CSCN2C12C(=O)Nc1ccc(Cl)cc12 (stereo not drawn),66,76,88,88,99,84,91,63

# (next part)
SMILES,A549/ATCC,EKVX,LOX IMVI,CCRF-CEM,SK-MEL-5,M14,HOP-62,HOP-92
CC1=C(I)[C@@]2(CCCO)c3cc4c(cc3C[C@@]2(C)[C@@H]1C)OCO4,87,90,x,94,101,93,92,79
C/C=C(/C)C(=O)O[C@@H]1CC(C)(C)CC2C34OC(=O)[C@@]21CC[C@@]3(C)[C@]1(C)CCC2C(C)(C)C(=O)CC[C@]2(C)C1C[C@@H]4Cl (stereo partly drawn),91,92,94,98,98,93,95,75
CCC(O)c1ccc(Br)cc1NC(=O)c1cccc(Cl)c1 (stereo not drawn),4.2*,x,0.3*,6.5*,11,0.1*,28,49
CN1C(=O)C(OCc2ccc(C#N)cc2)Oc2cc(C(=O)O)ccc21 (stereo not drawn),97,97,96,95,101,101,101,96
N#Cc1c(N2CCN(Cc3ccccc3)CC2)nc(=S)[nH]c1-c1ccc([N+](=O)[O-])cc1,106,108,104,96,107,112,89,114
O=P(OCC1CCCO1)(OCC1CCCO1)OCC1CCCO1 (stereo not drawn),90,82,98,96,99,107,91,x
CC(C)(C)C(=O)CCCCCCCC/C=C/CCCC(O)c1ccco1 (stereo not drawn),108,102,102,-44*,107,x,x,79
O=C(O)CN(CC(=O)O)C1C(=O)NC(=O)NC1=O,100,100,102,106,105,96,96,109
O=c1[nH]c2c(ccc3cnccc32)c2c1CCC2,15,-14*,0.9*,-22*,-48*,-77*,-3.9*,-17*
Clc1ccccc1-c1conc1-n1nc(-c2ccccc2)nc1-c1ccccc1,105,102,96,106,99,102,98,x
Cn1c(N)nc2c(ncn2C2CC(O)C(CO)O2)c1=O (stereo not drawn),100,102,88,95,113,86,82,95
COc1cc2ncnc(Nc3ccc(S(=O)(=O)Nc4nccs4)cc3)c2cc1OCCCN1CCN(c2ccc([N+](=O)[O-])cc2)CC1,110,109,93,109,105,105,104,102
Cn1cc(-c2nn3cc(-c4nccs4)nc3s2)c2ccccc21,97,79,92,99,94,86,88,54
Brc1cc(Br)cc(NNc2cc(Br)cc(Br)c2)c1,96,x,95,107,96,96,x,98
COc1ccc(/C=N/NC(=O)c2cnn(CC(O)Cc3ccccc3)c2N)cc1OC1CCCC1 (stereo not drawn),96,x,82,71,63,100,85,86
Cc1nn(-c2ccc(F)cc2)c(C)c1N=Nc1ccc(Br)cc1,56,80,76,77,86,54,89,x
O=C1Nc2ccccc2/C1=C/c1cccn1CCCCn1c2ccccc2c(=O)c2ccccc21,86,86,83,53,39,85,77,60
COc1ccc(Nc2nc(N)nc3c(OC)nccc23)cc1,92,96,92,95,105,100,107,x
O=C1Nc2c(ccc(Cl)c2Cl)/C1=C/c1ccncc1,108,81,99,68,93,108,86,93
CCOC(=O)C(CC)(CCc1ccc([N+](=O)[O-])cc1)C(=O)OCC,101,x,102,86,86,82,88,84
NS(=O)(=O)c1ccc(-n2nccc2-c2cc3ccccc3oc2=O)cc1,101,103,98,99,102,99,94,105
CCN[C@@H]1C[C@H](N)[C@@H](O[C@H]2OC(CN)=CC[C@H]2N)[C@H](O)[C@H]1OC1OC[C@](C)(O)[C@H](NC)[C@H]1O (stereo partly drawn),111,113,109,105,114,108,x,107
CC(C)CCSC1=CC(=O)c2ccccc2C1=O,80,81,38,0.2*,68,68,78,-74*
COc1cc2ccc(CC(=O)O)cc2cc1OC,94,94,99,110,96,112,102,90
CCOC(=O)CNC(=O)CN(Cc1ccccc1)C(=O)[C@@]1(C)CCC[C@]2(C)[C@H]3CC4C(C(C)C)=C[C@]3(CC[C@H]21)[C@@H]1C(=O)CCC(=O)[C@H]41,65,66,-75*,16,69,72,92,80

# Copied from the list:
# `CCOC(=O)C(CC)(CCc1ccc([N+](=O)[O-])cc1)C(=O)OCC` in HOP-92 reads 84
# `CC(C)CCSC1=CC(=O)c2ccccc2C1=O` in M14 reads 68

# (cont.)
SMILES,A549/ATCC,EKVX,LOX IMVI,CCRF-CEM,SK-MEL-5,M14,HOP-62,HOP-92
Cc1cc(NCc2cc(Nc3ccnc4cc(Cl)ccc34)ccc2F)nc(Cl)n1,57,39,35,43,3.7*,39,54,32
Cn1cc(-c2cc(N)n3nc(-c4cn(C)c5ccc(Br)cc45)cc3n2)c2cc(Br)ccc21,91,91,6.3*,23,108,66,95,77
O=C(CN1CCN(c2cc(=O)n(-c3ccccc3)c3ccccc23)CC1)Nc1ccc([N+](=O)[O-])cc1,95,89,89,98,74,99,95,77
Cc1cc(C)c([N+](=O)[O-])cc1C,95,95,89,85,98,88,90,84
N#Cc1c(Nc2ccccc2)nn2c(-c3ccc(Br)cc3)c(-c3nc4ccccc4s3)c(N)nc12,110,91,88,99,95,105,95,101
Cc1ccc(S(N)(=O)=O)cc1N,103,98,x,95,112,97,84,98
COc1cc2c(cc1OCCCCCCN1CCN(c3ncnc4ccccc34)CC1)N=CC1CCCN1C2=O (stereo not drawn),1.1*,-8.7*,-51*,-33*,-87*,-85*,-26*,-22*
Cc1nn(-c2ccccc2)c(Oc2ccccn2)c1/C=N\N=c1/sc2ccccc2n1C,79,100,81,62,68,87,97,76
CC1(C)CCC(C)(C)c2cc3c(cc21)C(C)(C)CCC3(C)C,107,100,112,101,108,101,98,x
COc1ccc(/C=c2\[nH]c3nc4sc(C)c(C)c4c(=O)n3c2=O)cc1,91,x,99,90,97,99,108,93
CC(CCC(=O)O)(NC(=O)c1ccc([N+](=O)[O-])cc1)C(=O)O (stereo not drawn),107,114,97,103,101,102,93,x
NS(=O)(=O)c1ccc(CCn2c(SCc3ccc(F)cc3)nc3ccccc3c2=O)cc1,91,104,89,93,92,109,97,90
OC(Cc1ccccc1)c1ccccc1 (stereo not drawn),101&91,87,91&99,135&102,104&104,108&103,100&101,93&117
Cc1ccc(S(=O)(=O)OC(C)CCC(C)OS(=O)(=O)c2ccc(C)cc2)cc1 (stereo not drawn),93,102,97,97,98,96,92,101
CC1(C)[C@@H](O)CC[C@]2(C)[C@H]3CC[C@@H]4[C@H]5[C@H](c6cn(-c7ccc(F)cc7)nn6)CC[C@]5(CO)CC[C@@]4(C)[C@]3(C)CC[C@@H]12,73,85,86,92,88,91,105,106
CC(=O)OCCN1C=C(S(=O)(=O)c2ccccc2)C2=NCCCN2C1=O,105,93,100,104,101,101,102,108
O=C(NCc1cccs1)c1ccc(OCC2CCCO2)cc1 (stereo not drawn),106,108,103,112,104,102,110,91
Cc1ccc2[nH]c(=S)n(-c3ccc(S(=O)(=O)Nc4ccc(Cl)nn4)cc3)c(=O)c2c1,103,98,100,100,101,-70*,104,104
CNc1ncnc2c1ncn2C,x,95,103,94,95,98,94,100
COc1ccc2c(c1)/C(=C\c1c[nH]c3ccc(OC)cc13)C(=O)N2,31,48,36,29,46,30,51,x
Cc1nn(-c2ccccc2)c(N2CCOCC2)c1C1CC(c2ccccc2)=NN1C=O (stereo not drawn),96,91,96,94,94,94,91,61
Brc1ccc2c(c1)CN(C1CCCCC1)CO2,110,101,95,107,104,105,100,89
O=S(=O)(c1ncsc1-c1ccccc1)N1CCN(c2ccccc2)CC1,104,95,x,101,96,99,98,108
Cn1c(C2=CC(=O)c3ccccc3C2=O)c(C2=CC(=O)c3ccccc3C2=O)c2ccccc21,101,110,94,96,101,103,104,94
O=C(O)c1ccc2c([N+](=O)[O-])cccc2n1,106,107,104,104,107,96,99,x

# Following part
SMILES,A549/ATCC,EKVX,LOX IMVI,CCRF-CEM,SK-MEL-5,M14,HOP-62,HOP-92
COc1cc2c(cc1OC)C1CC(C)=C(c3ccccc3)CN1CC2 (stereo not drawn),105,x,88,97,97,89,86,x
CCOC(=O)c1ccc(NC(=S)NC(=O)c2ccc(OCC)cc2)cc1,111,99,104,99,100,87,105,88
Oc1c(Cl)cc(Cl)cc1C1Nc2ccccc2-n2cccc21 (stereo not drawn),91,92,91,78,79,87,81,70
Cc1[nH]c(-c2cccc(O)c2)c2c1C(=O)CCCC2,86,66,58,78,68,72,56,52
COc1ccc2oc(=O)cc(-c3nccc4c3[nH]c3ccccc34)c2c1,89,95,93,84,97,95,90,67
CC1(C)Oc2cc3oc(=O)ccc3cc2C[C@@H]1OCCOS(=O)(=O)C(F)(F)F,97,96,108,106,102,102,110,113
CC(=O)Nc1c(C(=O)O)ccc(C)c1OCc1ccccc1,93,118,92,110,120,108,112,92
CN(C)CCN(Cc1ccccc1)c1ccccc1,106,110,93,123,105,x,107,x
COc1ccc(NC(=O)Nc2cccc(-c3nc(-c4ccc(NC(=O)c5cccnc5)cc4Cl)no3)c2)cc1,100,111,101,107,84,107,106,100
CC1(C)OC(C)(C)C(=N\O)/C1=N/N,98,x,106,x,101,106,99,100
Nc1cc(Cl)ccc1C(=O)O,x,112,105,108,99,96,97,x
COc1ccc(C(=O)/C=C/c2cc(OC)c(OC)c(OC)c2)cc1S(=O)(=O)Nc1cccnc1,90,95,86,85,87,93,85,94
CN(C)CCCN1c2ccccc2CCc2ccc(Cl)cc21,72,70,57,60,-30*,7.1*,x,x

# Nothing new here: an excerpt of the list.
SMILES,A549/ATCC,EKVX,LOX IMVI,CCRF-CEM,SK-MEL-5,M14,HOP-62,HOP-92
Oc1c(Cl)cc(Cl)cc1C1Nc2ccccc2-n2cccc21 (stereo not drawn),91,92,91,78,79,87,81,70
Cc1[nH]c(-c2cccc(O)c2)c2c1C(=O)CCCC2,86,66,58,78,68,72,56,52
COc1ccc2oc(=O)cc(-c3nccc4c3[nH]c3ccccc34)c2c1,89,95,93,84,97,95,90,67
CC1(C)Oc2cc3oc(=O)ccc3cc2C[C@@H]1OCCOS(=O)(=O)C(F)(F)F,97,96,108,106,102,102,110,113
CC(=O)Nc1c(C(=O)O)ccc(C)c1OCc1ccccc1,93,118,92,110,120,108,112,92
CN(C)CCN(Cc1ccccc1)c1ccccc1,106,110,93,123,105,x,107,x
COc1ccc(NC(=O)Nc2cccc(-c3nc(-c4ccc(NC(=O)c5cccnc5)cc4Cl)no3)c2)cc1,100,111,101,107,84,107,106,100
CC1(C)OC(C)(C)C(=N\O)/C1=N/N,98,x,106,x,101,106,99,100
Nc1cc(Cl)ccc1C(=O)O,x,112,105,108,99,96,97,x
COc1ccc(C(=O)/C=C/c2cc(OC)c(OC)c(OC)c2)cc1S(=O)(=O)Nc1cccnc1,90,95,86,85,87,93,85,94
CN(C)CCCN1c2ccccc2CCc2ccc(Cl)cc21,72,70,57,60,-30*,7.1*,x,x

# Bioassay records deposited in PubChem BioAssay by NCI.
